Screening data deposited in PubChem by National Center for Advancing Translational Sciences (NCATS).
GCN5L2 inh – qHTS Assay for Inhibitors of GCN5L2 | Histone acetyltransferase KAT2A (Homo sapiens), Q92830 | GCN5L2 HAT assay, ThioGlo1 CoA-SH fluorescence | Potency, µM (highest dose often 58.9 µM), inactives show top-dose activity change, negative = inhibition, actives largely listed as inhibitors | 390,000 compounds, 0.21% hits | AID 504327, 2011
Target sequence (Q92830 whole entry, looked up): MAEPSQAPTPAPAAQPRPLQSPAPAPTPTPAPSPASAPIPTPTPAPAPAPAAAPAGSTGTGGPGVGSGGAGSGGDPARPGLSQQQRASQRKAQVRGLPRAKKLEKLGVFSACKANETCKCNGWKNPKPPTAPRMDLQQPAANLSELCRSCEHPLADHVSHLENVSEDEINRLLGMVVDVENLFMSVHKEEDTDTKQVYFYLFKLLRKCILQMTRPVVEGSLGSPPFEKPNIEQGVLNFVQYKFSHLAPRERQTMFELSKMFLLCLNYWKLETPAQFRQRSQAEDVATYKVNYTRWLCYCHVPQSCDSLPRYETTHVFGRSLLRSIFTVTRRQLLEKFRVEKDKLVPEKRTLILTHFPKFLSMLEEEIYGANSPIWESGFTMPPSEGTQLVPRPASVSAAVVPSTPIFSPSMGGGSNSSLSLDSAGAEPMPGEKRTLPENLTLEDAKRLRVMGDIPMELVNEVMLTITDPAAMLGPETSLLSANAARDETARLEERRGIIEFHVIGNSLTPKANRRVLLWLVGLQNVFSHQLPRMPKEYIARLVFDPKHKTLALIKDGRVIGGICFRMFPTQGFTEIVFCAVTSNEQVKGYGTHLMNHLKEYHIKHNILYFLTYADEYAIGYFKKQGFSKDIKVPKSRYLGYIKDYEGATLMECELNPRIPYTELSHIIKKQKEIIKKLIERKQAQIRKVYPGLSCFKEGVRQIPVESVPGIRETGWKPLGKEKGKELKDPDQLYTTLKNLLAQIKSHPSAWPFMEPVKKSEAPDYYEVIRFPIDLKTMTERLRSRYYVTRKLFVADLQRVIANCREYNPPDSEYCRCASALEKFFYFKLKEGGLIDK
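GCN5L2 (20nM final) in 50mM HEPES, 0.1mM EDTA pH 7.5, 0.01% Tween-20 was preincubated 15 min at room temperature with compound, then given ThioGlo1 (50uM), H3(1-25) peptide (75uM) and acetyl-CoA (70uM); CoA-thiol fluorescence (Ex340/Em540) was read at 0 and 20 min.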
DT40 TDP1 no CPT – qHTS for Inhibitors of human tyrosyl-DNA phosphodiesterase 1 (TDP1): qHTS in cells in absence of CPT. DT40 Tdp1-/- hTDP1 cells, no CPT, ATP luminescence, 48 h. AID 686978, 2013. Potency, µM (highest dose often 46.2 µM), without a hit: top-dose activity change, negative = growth inhibition, actives largely listed as inhibitors. 420,000 compounds, 15% hits; further: nearly all actives have a fitted effect of over 55% in size
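Growth kinetics read by CellTiter-Glo luminescence after ≥48 hr at 37 °C. Cells: DT40 Tdp1-/- stably carrying human TDP1, 400 per well, compound exposure in the absence of CPT (DMSO vehicle).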
TDP1 cell CPT – qHTS for Inhibitors of human tyrosyl-DNA phosphodiesterase 1 (TDP1): qHTS in cells in presence of CPT | Potency, µM (top dose mostly 46.2 µM), inactives show at the top dose activity change, negative = growth inhibition, hits mostly inhibitors | 420,000 compounds, 12% hits | chicken DT40 Tdp1-/-;hTDP1 cells + 20 nM CPT, ATP luminescence, 48 h; further: nearly all actives have a fitted effect of over 55% in size
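Cell growth measured by CellTiter-Glo luminescence after a minimum 48 h, 37 C compound exposure with 20 nM CPT in Tdp1-knockout DT40 cells stably expressing hTDP1, seeded 400/well; qHTS titration format.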
Starred values were filed as active, the others as inactive; ? = inconclusive; . = no result given; & = joins results of further samples; ! = repeats disagree; [ ] = dose if it differs, or a comment. The call rests on the fitted dose curve; in most records, active means well fitted curve in the direction sought with a large enough effect; inconclusive means small, poorly fitted or top-dose-only effect, or another doubt; inactive means no such curve, though single readings can be large; an effect the other way counts as inactive or inconclusive. On the % scale 0 is the no-effect control and ±100 the full control effect; potency means the concentration at half of the fitted maximal effect.

Second line of a record: TDP1 cell CPT	DT40 TDP1 no CPT	GCN5L2 inh
O=C(NCc1ccccc1)c1ccc(S(=O)(=O)N2CCCCCC2)cc1
    ?	?	.
Cc1c(Cl)cccc1Nc1nc(N)nc(CN2CCc3ccccc3C2)n1
    -15%	-14%	-6%
CC1=NC(=O)C(N=Nc2cccc(O)c2)N1c1ccccc1 (centres undefined)
    ?	?	-10%
COc1ccc(C(=O)Nc2c(F)c(F)c(F)c(F)c2F)c(OC)c1
    -29%	-24%	-18%
O=C(Nc1ccccc1)[C@@H]1CC=C[C@@H]2CCN(Cc3ccccc3)C(=O)[C@@H]21
    ?	22µM*!	.
CCCCCCCCCCCCSCCOCCO
    11%	2%	-22%
CCOc1cc(C(=O)CSc2nnc(CNc3ccc(Cl)cc3)o2)ccc1NC(=O)CC
    ?	?	-3%
CCc1cc2c(=O)[nH]c(CC(N)=O)nc2s1
    1%	-14%	3%
COc1ccc(Cc2noc(CN(C)Cc3ccc(-n4cccn4)cc3)n2)cc1OC
    ?	21µM*	-6%
CCOC(=O)N1CCN(Cc2nc3cc(NC(=O)CC)ccc3n2C(C)C)CC1
    0.92µM*	0.73µM*	-4%
CCOC(=O)c1cc(-c2ccc(OC)c(S(=O)(=O)Nc3ccc(OC)cc3OC)c2)on1
    -18%	?	-4%
COc1ncc2ncc(=O)n(CCC#N)c2n1
    -7%	-9%	0%
CSc1c(CC(=O)NCCCO)n(Cc2ccccc2)c2ccccc12
    ?	-30%	2%
CCN(c1ccc(NC(=O)CSc2ccc3c(c2)OCCO3)cc1)C(C)C
    ?	?	-9%
O=S(=O)(Cc1ccccc1Cl)c1ncn[nH]1
    -8%	-16%	-7%
Cc1ccc(C(C(=O)NC2CCCCC2)N(CC2CCCO2)C(=O)CNC(=O)c2cccs2)cc1 (centres undefined)
    -6%	-2%	-11%
COc1ccc(Br)cc1C(=O)Nc1ccccc1N1CCCC1
    ?	?	.
COCCN(C(=O)C1CC1)c1nnc(-c2ccc(C)cc2)s1
    -6%	-16%	-17%
CC(=O)c1ccccc1OCC(=O)Nc1cccc(S(=O)(=O)N2CCCC2)c1
    -25%	-15%	5%
O=C(CCCc1ccccc1)Nc1cccnc1
    -4%	-17%	1%
COc1ccc(C(=O)N2CCN(C)C(=O)[C@@H]2C)cc1OC1CCN(C(C)=O)CC1
    4%	7%	-13%
CCOc1ccc2nc(N3CCC(C(=O)Nc4nnc(CC)s4)CC3)sc2c1
    -26%	-1%	-22%
COc1ccc(NC(=O)CCCC(=O)OCC(F)(F)C(F)F)cc1
    -4%	-11%	-7%
O=C1c2ccccc2-c2onc3ccc(NCCCn4ccnc4)c1c23
    15µM*	?	-6%
Cc1cc(C(=O)COC(=O)c2cc(O)c3ccccc3c2O)c(C)n1CC1CCCO1 (centres undefined)
    16µM*	?	-8%
O=C1N=C(N2CCOCC2)S/C1=C\c1ccncc1
    -11%	-16%	-2%
Cc1cc(C)c(S(=O)(=O)c2ccc(Cl)cc2)c(=O)[nH]1
    14%	3%	23%
CC[C@]12c3[nH]c4cc(CCC(=O)N(C)C)ccc4c3CCN1C(=O)[C@@H](CC(=O)NCc1ccc(OC)c(OC)c1)C[C@@H]2C(=O)N1CCN(C(=O)C2CC2)CC1
    ?	5%	-3%
COc1cccc(NC(=O)CN(C)C(=O)c2ccc3c(c2)S(=O)(=O)N=C2CCCCCN23)c1
    -5%	-21%	4%
COc1cc2c(C(=O)NCCCN3CCN(c4cccc(Cl)c4)CC3)cn(C)c(=O)c2cc1OC
    -25%	-4%	-7%

Other results:
Second line of a record: TDP1 cell CPT	DT40 TDP1 no CPT	GCN5L2 inh
Cc1ccc(SCC(=O)NCCCc2ccccc2)cc1
    -3%	-23%	28%
O=C1/C(=C/Nc2ccc3c(c2)OCO3)CCc2ccccc21
    26µM*	?	-3%[0.501 µM]
CCc1nnc(NC(=O)CN2C(=O)CCC2=O)s1
    -2%	?	-1%
CCOc1ccc(S(=O)(=O)Nc2ccc(C(=O)NCC3(N4CCCCC4)CCCCC3)cc2)cc1
    ?	21µM*	-4%
O=C1CC(Cc2ccc(Br)cc2)C(=O)N1c1ccccc1 (centres undefined)
    ?	-17%	3%
Cc1ccc(S(=O)(=O)N=N/C=C2\C=CC=CN2O)cc1
    -24%	?	.
O=c1c(-c2cccc(F)c2)nc2cncnc2n1Cc1ccccc1
    ?	16µM*	-4%
COC(=O)Oc1ccc(/C=N/NC(=O)CSCc2ccccc2Br)cc1OC
    23µM*	15µM*	-11%
CCC(C(=O)N/N=C/c1cccnc1)c1ccccc1 (centres undefined)
    5%	11%	?
C=COC(=O)NC1CCc2cc(OC)c(OC)c(OC)c2-c2ccc(SC)c(=O)cc21 (centres undefined)
    0.026µM*	0.016µM*	.
COc1ccc(S(=O)(=O)/N=C2/NC(=O)/C(=C/c3ccco3)S2)cc1
    -22%	-22%	-6%
CCOC(=O)N1CCN(c2cc(C)c(C(C)=O)cc2F)CC1
    ?	?	-1%
Cc1cccc(Nc2nnc(-c3ccc(C)c(S(=O)(=O)NCC4CCCO4)c3)c3ccccc23)c1 (centres undefined)
    23µM*	6.5µM*	-6%
Cc1cccc(N(CC(=O)N2CCCCCC2)S(C)(=O)=O)c1C
    8%	27%	0%
COc1ccccc1C(=O)Nc1ccc(Oc2nnc(-c3ccc(C)cc3)c3ccccc23)cc1
    ?	?	-17%
O=C(NNC(=O)C(Cl)Cl)c1cnn(-c2ccccc2)c1C(F)(F)F
    -6%	-8%	5%
Cc1ccc(OCC(=O)N/N=C\c2cn(Cc3ccccc3)c3ccccc23)cc1C
    ?	?	-24%
COCCn1c(=O)[nH]c2cc(C(=O)NCc3ccccc3Cl)ccc2c1=O
    ?	?	-1%
c1ccc2sc(-c3cc4c(c(OC5CCOC5)c3)OCCN(Cc3cccn3-c3nccs3)C4)nc2c1 (centres undefined)
    ?	?	.
Cc1ccc(-n2cccc2C(=S)N=P(N(C)C)(N(C)C)N(C)C)cc1
    2.1µM*	1.6µM*	-2%
CC(C)(C)Sc1ccc(N)nc1
    -9%	-4%	-3%
COc1cccc(NC(=O)CSc2nnc(CNC(=O)c3ccccc3)n2C)c1
    -4%	-6%	.
Cc1ccc(S(=O)(=O)N(C)C)cc1NC(=O)CN1C(=O)NC2(CCCc3ccccc32)C1=O (centres undefined)
    -4%	-18%	0%
COCCn1c(C)cc(C(=O)CSc2ncn[nH]2)c1C
    2%	-2%	1%
Cc1ccc(C)c(NC(=S)N(CCN(C)C)C(C)c2ccccn2)c1 (centres undefined)
    4%	-4%	-2%
CC1CCc2c(sc(NC(=O)C3c4ccccc4Oc4ccccc43)c2C(=O)OC(C)C)C1 (centres undefined)
    -2%	0%	-3%
CCCNC(=O)C(=O)Nc1ccc2c(c1)N(S(=O)(=O)c1cccs1)CCC2
    15µM*	23µM*	-6%
O=C(OCCN1CCCC1=O)c1cc(F)c(F)c(F)c1F
    12%	-3%	-8%
CCOc1ccc(NC(=O)COc2ccccc2C(=O)NCc2ccccc2)cc1
    -30%	?	-3%
CCC(Sc1nc2ccccc2o1)C(=O)O (centres undefined)
    12%	0%	-1%

(next part)
Second line of a record: TDP1 cell CPT	DT40 TDP1 no CPT	GCN5L2 inh
O=C(COCc1cc(-c2ccc3c(c2)OCO3)on1)N1CCN(c2ccccc2)CC1
    ?	?	-20%&-11%
O=C(CCN1C(=O)/C(=C/c2cccs2)SC1=S)Nc1cccc(C(=O)O)c1
    7%	0%	-4%
COc1ccc(-c2csc(-c3cc4ccccc4oc3=N)n2)cc1
    8%	-28%	-9%
CCOC(=O)c1cnc2cc(C(F)(F)F)ccc2c1N1CCN(c2cccc(Cl)c2)CC1
    ?	23µM*	-4%
CCOc1cc(/C=N/NC(=O)C(N)=O)cc(Br)c1O
    0%	3%	4%
CN(C)c1ccc(/C=C/c2nccc3ccccc23)cc1
    ?	?	.
Cn1c(=O)c2c(-c3ccccc3)n3c4ccccc4nc(-c4ccccc4)c3c2n(C)c1=O
    ?	15µM*	-3%
Cc1ccccc1N(C(=O)c1ccco1)C(C(=O)NC1CCCC1)c1cccnc1 (centres undefined)
    -6%	-4%	-5%
CC1(C)CC(=O)C(C(O)c2cccc([N+](=O)[O-])c2)C(C)(C)N1 (centres undefined)
    14%	8%	0%
O=C(CN(C(=O)CCC(=O)Nc1ccccn1)c1ccc(F)cc1)NCCc1ccccc1
    4%	0%	-6%
O=C(NCc1ccccc1)C1=C[C@@H](C2CCCCC2)C[C@@H](OCCCCO)O1
    ?	?	.
CCOC(=O)c1c(C)oc2nc(C)nc(NCc3ccc(OC)cc3)c12
    ?	?	3%

Single records, from the list above. Order of values: TDP1 cell CPT | DT40 TDP1 no CPT | GCN5L2 inh
Cn1c(=O)c2c(-c3ccccc3)n3c4ccccc4nc(-c4ccccc4)c3c2n(C)c1=O is listed as ? | 15µM* | -3%
COc1ccc(-c2csc(-c3cc4ccccc4oc3=N)n2)cc1 is listed as 8% | -28% | -9%
Cc1ccccc1N(C(=O)c1ccco1)C(C(=O)NC1CCCC1)c1cccnc1 (centres undefined) is listed as -6% | -4% | -5%

Ordered by formula weight (lowest first): 22 of the compounds above
Second line of a record: TDP1 cell CPT	DT40 TDP1 no CPT	GCN5L2 inh
CC(C)(C)Sc1ccc(N)nc1
    -9%	-4%	-3%
CCC(Sc1nc2ccccc2o1)C(=O)O (centres undefined)
    12%	0%	-1%
CN(C)c1ccc(/C=C/c2nccc3ccccc23)cc1
    ?	?	.
COCCn1c(C)cc(C(=O)CSc2ncn[nH]2)c1C
    2%	-2%	1%
O=C(OCCN1CCCC1=O)c1cc(F)c(F)c(F)c1F
    12%	-3%	-8%
CCOc1cc(/C=N/NC(=O)C(N)=O)cc(Br)c1O
    0%	3%	4%
COc1ccc(-c2csc(-c3cc4ccccc4oc3=N)n2)cc1
    8%	-28%	-9%
CCOC(=O)c1c(C)oc2nc(C)nc(NCc3ccc(OC)cc3)c12
    ?	?	3%
Cc1ccc(C)c(NC(=S)N(CCN(C)C)C(C)c2ccccn2)c1 (centres undefined)
    4%	-4%	-2%
Cc1ccc(-n2cccc2C(=S)N=P(N(C)C)(N(C)C)N(C)C)cc1
    2.1µM*	1.6µM*	-2%
O=C(NCc1ccccc1)C1=C[C@@H](C2CCCCC2)C[C@@H](OCCCCO)O1
    ?	?	.
Cc1ccccc1N(C(=O)c1ccco1)C(C(=O)NC1CCCC1)c1cccnc1 (centres undefined)
    -6%	-4%	-5%
CCOc1ccc(NC(=O)COc2ccccc2C(=O)NCc2ccccc2)cc1
    -30%	?	-3%
CCCNC(=O)C(=O)Nc1ccc2c(c1)N(S(=O)(=O)c1cccs1)CCC2
    15µM*	23µM*	-6%
COc1cccc(NC(=O)CSc2nnc(CNC(=O)c3ccccc3)n2C)c1
    -4%	-6%	.
O=C(CCN1C(=O)/C(=C/c2cccs2)SC1=S)Nc1cccc(C(=O)O)c1
    7%	0%	-4%
O=C(COCc1cc(-c2ccc3c(c2)OCO3)on1)N1CCN(c2ccccc2)CC1
    ?	?	-20%&-11%
Cn1c(=O)c2c(-c3ccccc3)n3c4ccccc4nc(-c4ccccc4)c3c2n(C)c1=O
    ?	15µM*	-3%
O=C(CN(C(=O)CCC(=O)Nc1ccccn1)c1ccc(F)cc1)NCCc1ccccc1
    4%	0%	-6%
CC1CCc2c(sc(NC(=O)C3c4ccccc4Oc4ccccc43)c2C(=O)OC(C)C)C1 (centres undefined)
    -2%	0%	-3%
CCOC(=O)c1cnc2cc(C(F)(F)F)ccc2c1N1CCN(c2cccc(Cl)c2)CC1
    ?	23µM*	-4%
c1ccc2sc(-c3cc4c(c(OC5CCOC5)c3)OCCN(Cc3cccn3-c3nccs3)C4)nc2c1 (centres undefined)
    ?	?	.
